Assay outcomes (PubChem)
Tau filament bind: binds recombinant human tau filaments | P10636 | recombinant tau filaments, thioflavin S fluorescence, 15 h; filaments grown with octadecylsulfate alongside compound | Potency, µM (doses to about 57.1 µM), inactives show at the top dose activity change, negative = inhibition | hit rate 2% among 71,000 | AID 596;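 also: potency is read from the fitted curve at half-maximal effect; % is scaled to controls: 0 for no effect and ±100 for the full control effect; actives lower thioflavin S fluorescence by blocking filaments or displacing dye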
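Quantitative HTS: thioflavine S signal from ODS-induced tau filaments, excited at 450 nm, emission 510 nm. Conditions: 1 uM tau, 30 uM ODS, 15 h at 37 C, pH 7.4.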
ERK AVP inh: vasopressin-driven ERK pathway inhibition; hit rate 0.99% among 72,000; HEK293-V1b, vasopressin-stimulated pERK AlphaScreen; Potency, µM (highest dose often 57.5 µM), for the others: at the top dose activity, negative = inhibition, actives largely listed as inhibitors; also: potency is read from the fitted curve at half-maximal effect; % is scaled to controls: 0 for no effect and ±100 for the full control effect; nearly all actives have a fitted effect of over 55% in size
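V1b-HEK293 cells; cpd 30 min 37C; 25 nM vasopressin 5 min; lyse 10 min; AlphaScreen beads 5 hr RT. Normalized to DMSO basal and 25 nM vasopressin; AC50 by Hill fit.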
USP2a inh: USP2a (human) protease inhibition. O75604. USP2a enzymatic assay, qHTS inhibition. Potency, µM (titrated, usually from 38.3 µM), for the others: at the highest dose activity change, negative = inhibition, most hits filed as inhibitors. hit rate 0.1% among 60,000. AID 927;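 also: potency is read from the fitted curve at half-maximal effect; nearly all actives have a fitted effect of over 60% in size; plate controls were DMSO for no effect and NEM full inhibition control for full effect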
Target sequence (O75604 whole entry, looked up): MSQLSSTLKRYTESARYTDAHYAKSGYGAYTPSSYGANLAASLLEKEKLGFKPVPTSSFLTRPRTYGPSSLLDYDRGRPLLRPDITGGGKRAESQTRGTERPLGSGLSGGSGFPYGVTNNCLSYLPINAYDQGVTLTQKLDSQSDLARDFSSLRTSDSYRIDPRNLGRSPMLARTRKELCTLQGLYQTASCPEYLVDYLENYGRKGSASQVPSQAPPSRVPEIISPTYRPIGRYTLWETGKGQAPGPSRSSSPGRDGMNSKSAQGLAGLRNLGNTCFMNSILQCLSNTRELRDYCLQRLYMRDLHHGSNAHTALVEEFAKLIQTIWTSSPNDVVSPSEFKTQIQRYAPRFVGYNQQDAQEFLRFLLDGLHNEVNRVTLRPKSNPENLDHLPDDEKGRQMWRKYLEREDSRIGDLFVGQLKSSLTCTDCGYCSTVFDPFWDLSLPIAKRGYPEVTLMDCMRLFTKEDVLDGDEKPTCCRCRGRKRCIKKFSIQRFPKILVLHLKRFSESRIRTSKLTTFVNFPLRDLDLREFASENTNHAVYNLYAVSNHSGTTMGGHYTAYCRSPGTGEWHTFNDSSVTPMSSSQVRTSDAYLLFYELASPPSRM
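Inhibition is measured in a cell-free coupled assay with 20 nM USP2 core, 20 nM Ub-PLA2 and 20 uM NBD C6-HPC, 2.5 h incubation. Activity normalized to NEM control.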
Fluorescein fluor: compound fluoresces in the fluorescein spectral region. hit rate 0.91% among 59,000. AID 593. Compound autofluorescence, 480/540 nm, fluorescein-equivalent; stronger effect = higher value. max fluorescein-equivalent concentration, M; in the data active = max fluorescein-equivalent concentration above about 10 nM; inconclusive = between about 1.1 nM and that limit
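First, buffer (100 mM Tris, pH 8.0) dispensed; second, compounds and fluorescein standards pinned in; third, 15 min room-temperature incubation; finally, imaging at ex 480 nm/em 540 nm. Fluorescence normalized against the six-point fluorescein curve.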
HADH2 inh: blocks human hydroxyacyl-CoA dehydrogenase type II; recombinant HADH2, NADH fluorescence, beta-hydroxybutyryl-CoA; hit rate 3.4% among 73,000; Potency, µM (highest dose often 57.1 µM), without a hit: at the highest dose activity change, negative = inhibition, usual class: inhibitors; Q99714; also: potency is read from the fitted curve at half-maximal effect; % is scaled to controls: 0 for no effect and ±100 for the full control effect; nearly all actives have a fitted effect of over 60% in size; many of its hits are not listed in these tables
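His-tagged recombinant enzyme from E. coli, 20 nM, preincubated 15 min RT with compound; reaction started with 1 mM NAD+ and 90 uM beta-hydroxybutyryl-CoA in 100 mM Tris-HCl pH 9.0. NADH fluorescence (ex 360/em 450) read over 4 min; last-minus-first difference.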
Caspase-7 inhib: blocks human caspase-7 allosterically or competitively; P55210; recombinant caspase-7, Ac-DEVD-AFC fluorescence rate; Potency, µM (doses to about 57.5 µM), for the others: at the highest dose activity change, negative = inhibition, most hits filed as inhibitors; hit rate 0.02% among 75,000; AID 889; active = well fitted inhibition curve with a large enough effect in the main read-out, with a control signal flat, not every such curve was filed as active; inconclusive = small, poorly fitted or top-dose-only effect, or a change in a side signal; also: potency is read from the fitted curve at half-maximal effect; % of control where 0% means no effect
Texas Red fluor: Texas Red region autofluorescence; max dye-equivalent concentration, M; Compound fluorescence, Texas Red channel, 547/618 nm; stronger effect = higher value; AID 587; hit rate 0.06% among 59,000; in the data active = max dye-equivalent concentration above about 10 nM; inconclusive = between about 1.1 nM and that limit
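Spectral interference profiling: each compound concentration's relative fluorescence, read with a 547 nm excitation and 618 nm emission filter pair, was normalized to a per-plate Texas Red standard curve.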
Caspase-1 inhib: blocks human caspase-1 allosterically or competitively; P29466; Caspase-1 enzyme, Ac-WEHD-AFC fluorogenic rate; Potency, µM (highest dose often 57.5 µM), inactives show at the top dose activity change, negative = inhibition, usual class: inhibitors; hit rate 0.03% among 75,000;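 also: potency is read from the fitted curve at half-maximal effect; plate controls were vehicle for no effect and no substrate for full effect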
Target sequence (P29466 120-297 limits assumed): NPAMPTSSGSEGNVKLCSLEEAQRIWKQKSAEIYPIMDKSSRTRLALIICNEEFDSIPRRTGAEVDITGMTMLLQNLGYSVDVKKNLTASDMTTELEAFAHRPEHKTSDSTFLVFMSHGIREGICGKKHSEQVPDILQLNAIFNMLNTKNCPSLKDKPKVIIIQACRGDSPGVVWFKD
Target sequence (P29466 317-404 limits assumed): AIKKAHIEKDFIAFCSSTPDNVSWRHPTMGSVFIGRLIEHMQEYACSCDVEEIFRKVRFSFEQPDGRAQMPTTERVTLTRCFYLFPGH
FLuc inh: blocks Photinus pyralis firefly luciferase activity; purified firefly luciferase, luminescence, 8 min; P08659; Potency, µM (highest dose often 57.1 µM), inactives show top-dose activity change, negative = inhibition, actives largely listed as inhibitors; hit rate 2.2% among 72,000; also: potency is read from the fitted curve at half-maximal effect; % is scaled to controls: 0 for no effect and ±100 for the full control effect; nearly all actives have a fitted effect of over 40% in size
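Luminescence read-out after 8 min at room temperature; enzyme reaction used luciferin plus 10 uM ATP (linear range) in imidazole buffer pH 7.2 with KCl, MgCl2, Tween 20 and BSA. Each sample was run as a titration.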
HEK293 cAMP ctrl: raises cAMP in parental HEK293 cells, TSHR agonist counter-screen | parental HEK293 CNG cAMP sensor, membrane potential fluorescence | Potency, µM (titrated, usually from 57.1 µM), inactives show at the highest dose activation, usual class: activators | hit rate 2.5% among 73,000; also: potency is read from the fitted curve at half-maximal effect; % of control where 0% means no effect; nearly all actives have a fitted effect of over 55% in size
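Parental HEK 293 cells stably expressing a modified CNG channel (no TSHR) report cAMP rise as membrane depolarization. Membrane potential dye with 100 uM RO 20-1724 was loaded for 60 min at room temperature, then compound added for 30 min; fluorescence read at 590 nm.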
Rhodamine autofl: rhodamine region autofluorescence. Rhodamine-region fluorescence, 547/598 nm, Tris buffer; stronger effect = higher value. max dye-equivalent concentration, M. hit rate 0.05% among 59,000. AID 594; in the data active = max dye-equivalent concentration above about 11 nM; inconclusive = between about 1.1 nM and that limit
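Intensities are converted to rhodamine-equivalent concentration using a six-point rhodamine standard on each plate. Compounds sit 15 min at room temperature in 100 mM Tris buffer, pH 8.0; read uses the 547/598 nm excitation/emission pair.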
* hit, by the source's call; [ ] = dose if it differs, or a comment. Unless noted, calls follow the shape of the dose curve; as a rule, active = well fitted curve in the direction sought with a large enough effect; inconclusive = small, poorly fitted or top-dose-only effect, or another doubt; inactive = no such curve, though single readings can be large; an effect the other way counts as inactive or inconclusive. Not all compounds are listed; the hit share may differ from the screen's.

Results for CCOC(=O)CSc1nnc(CNC(=O)c2ccc(OC)cc2)n1C1CCCCC1 ?
Tau filament bind: -6%; ERK AVP inh: 1%; USP2a inh: 13%; Fluorescein fluor: inactive; HADH2 inh: 8%; Caspase-7 inhib: 0%; Texas Red fluor: inactive; Caspase-1 inhib: 1%; FLuc inh: 0%; HEK293 cAMP ctrl: -2%; Rhodamine autofl: inactive

What do the screens show for `CN=C1SC(CC(=O)Nc2ccccc2F)C(=O)N1C` (configuration not stated)?
Tau filament bind: -9%; HADH2 inh: 2%; Caspase-7 inhib: 0%; Caspase-1 inhib: -3%; FLuc inh: 0%; HEK293 cAMP ctrl: -3%

What do the screens show for `COCCn1c(C)cc(C(=O)CSc2nc3ccccc3o2)c1C`?
Tau filament bind: 21%; ERK AVP inh: -27%; USP2a inh: 6%; Fluorescein fluor: inconclusive; HADH2 inh: -2%; Caspase-7 inhib: -7%; Texas Red fluor: inactive; Caspase-1 inhib: -4%; FLuc inh: 7.9µM*; HEK293 cAMP ctrl: inconclusive; Rhodamine autofl: inactive

Results for O=C(CSc1ccc2nnc(-c3ccccn3)n2n1)Nc1ccc2c(c1)OCCO2 ?
Tau filament bind: -2%; HADH2 inh: 3%; Caspase-7 inhib: -1%; Caspase-1 inhib: -2%; FLuc inh: -2%; HEK293 cAMP ctrl: -2%

Results for COC(=O)Cc1cc(=O)[nH]c(/N=C(/NC(=O)c2ccccc2)Nc2ccccc2C)n1 ?
Tau filament bind: 31%; ERK AVP inh: inconclusive; USP2a inh: -6%; Fluorescein fluor: inactive; HADH2 inh: 11%; Caspase-7 inhib: -1%; Texas Red fluor: inactive; Caspase-1 inhib: 1%; FLuc inh: 2%; HEK293 cAMP ctrl: 21%; Rhodamine autofl: inactive

How did COc1ccc(C2c3c(oc4ccc(C)cc4c3=O)C(=O)N2c2cc(C)ccn2)cc1OC (configuration not stated) do in these assays?
Tau filament bind: inconclusive; ERK AVP inh: -6%; USP2a inh: 13%; Fluorescein fluor: inactive; HADH2 inh: 9%; Caspase-7 inhib: -1%; Texas Red fluor: inactive; Caspase-1 inhib: 0%; FLuc inh: 3%; HEK293 cAMP ctrl: 3%; Rhodamine autofl: inactive

How did CCN1CCN(CCNC(=O)CS(=O)(=O)Cc2nc(-c3ccc(C)cc3)oc2C)CC1 do in these assays?
Tau filament bind: -2%; ERK AVP inh: -13%; HADH2 inh: 12%; Caspase-7 inhib: -3%; Caspase-1 inhib: -2%; FLuc inh: 1%; HEK293 cAMP ctrl: 14%

How did COc1ccc(C2CC(c3c(O)cc(C)oc3=O)=NCCS2)c(OC)c1 (configuration not stated) do in these assays?
Tau filament bind: 20%[11.4 µM]; ERK AVP inh: -6%; USP2a inh: 37%[activator][7.66 µM]; HADH2 inh: -22%[11.4 µM]; Caspase-7 inhib: -2%; Caspase-1 inhib: -5%; FLuc inh: -14%; HEK293 cAMP ctrl: 12%[11.4 µM]

What do the screens show for `CCOC(=O)C1C(=O)NC(N2CCCCC2)=NC1C(C)C` (configuration not stated)?
Tau filament bind: 9%; ERK AVP inh: 2%; USP2a inh: -13%; Fluorescein fluor: inconclusive; HADH2 inh: inconclusive; Caspase-7 inhib: -4%; Texas Red fluor: inactive; Caspase-1 inhib: -2%; FLuc inh: 1%; HEK293 cAMP ctrl: 0%; Rhodamine autofl: inactive

What do the screens show for `CCOC(=O)CN1CC23C=CC(O2)C(C(=O)NCc2cccs2)C3C1=O` (configuration not stated)?
Tau filament bind: 4%; ERK AVP inh: 15%; USP2a inh: 2%; Fluorescein fluor: inactive; HADH2 inh: 0%; Caspase-7 inhib: 1%; Texas Red fluor: inactive; Caspase-1 inhib: 0%; FLuc inh: 2%; HEK293 cAMP ctrl: 2%; Rhodamine autofl: inactive

The last two compounds of the section above lead into the next:
What do the screens show for `CCOC(=O)C1C(=O)NC(N2CCCCC2)=NC1C(C)C` (configuration not stated)?
Tau filament bind: 9%; ERK AVP inh: 2%; USP2a inh: -13%; Fluorescein fluor: inconclusive; HADH2 inh: inconclusive; Caspase-7 inhib: -4%; Texas Red fluor: inactive; Caspase-1 inhib: -2%; FLuc inh: 1%; HEK293 cAMP ctrl: 0%; Rhodamine autofl: inactive

What do the screens show for `CCOC(=O)CN1CC23C=CC(O2)C(C(=O)NCc2cccs2)C3C1=O` (configuration not stated)?
Tau filament bind: 4%; ERK AVP inh: 15%; USP2a inh: 2%; Fluorescein fluor: inactive; HADH2 inh: 0%; Caspase-7 inhib: 1%; Texas Red fluor: inactive; Caspase-1 inhib: 0%; FLuc inh: 2%; HEK293 cAMP ctrl: 2%; Rhodamine autofl: inactive

What do the screens show for `CC1(C)CC(OC(=O)c2ccco2)CC(C)(C)N1O`?
Tau filament bind: 5%; ERK AVP inh: -7%; USP2a inh: -2%; Fluorescein fluor: inactive; HADH2 inh: 2%; Caspase-7 inhib: -1%; Texas Red fluor: inconclusive; Caspase-1 inhib: 0%; FLuc inh: 2%; HEK293 cAMP ctrl: 7%; Rhodamine autofl: inactive

Results for CCOC(=O)Cn1c(C(F)(F)F)nc2nc(Cl)c(Cl)nc21 ?
Tau filament bind: 5%[11.4 µM]; ERK AVP inh: 27%[11.5 µM]; Fluorescein fluor: inconclusive; HADH2 inh: inconclusive; Caspase-7 inhib: 0%[11.5 µM]; Texas Red fluor: inactive; Caspase-1 inhib: 3%[11.5 µM]; FLuc inh: 2%[11.4 µM]; HEK293 cAMP ctrl: -3%[11.4 µM]; Rhodamine autofl: inactive

Results for O=C(c1ccccc1)N1CCN(CC#CC2(O)CCCCC2)CC1 ?
Tau filament bind: 2%; ERK AVP inh: -7%; USP2a inh: 0%; Fluorescein fluor: inactive; HADH2 inh: -2%; Caspase-7 inhib: -1%; Texas Red fluor: inconclusive; Caspase-1 inhib: 0%; FLuc inh: 1%; HEK293 cAMP ctrl: 14%; Rhodamine autofl: inactive

How did COc1ccccc1N1CCN(CC(=O)c2c(C)[nH]c3ccccc23)CC1 do in these assays?
Tau filament bind: -18%; ERK AVP inh: -3%; USP2a inh: 20%; Fluorescein fluor: inactive; HADH2 inh: 4%; Caspase-7 inhib: -1%; Texas Red fluor: inactive; Caspase-1 inhib: -1%; FLuc inh: -1%; HEK293 cAMP ctrl: inconclusive; Rhodamine autofl: inactive

What do the screens show for `CC(=O)N1CCC2(CC1)CCN(c1ncccn1)CC2`?
Tau filament bind: 4%; ERK AVP inh: -17%; USP2a inh: -13%; Fluorescein fluor: inactive; HADH2 inh: -8%; Caspase-7 inhib: -1%; Texas Red fluor: inactive; Caspase-1 inhib: -1%; FLuc inh: 1%[11.4 µM]; HEK293 cAMP ctrl: 8%; Rhodamine autofl: inactive

What do the screens show for `CC1(C)C(=O)OC(c2cccs2)C(C)(C)C1=O` (configuration not stated)?
Tau filament bind: -4%; ERK AVP inh: -1%; USP2a inh: 9%; Fluorescein fluor: inactive; HADH2 inh: 15%; Caspase-7 inhib: 1%; Texas Red fluor: inactive; Caspase-1 inhib: 3%; FLuc inh: 1%; HEK293 cAMP ctrl: 21%; Rhodamine autofl: inactive

What do the screens show for `CS(=O)(=O)N(CCc1ccccc1)CC(=O)NCc1ccco1`?
Tau filament bind: -9%; ERK AVP inh: -16%; USP2a inh: -11%; Fluorescein fluor: inactive; HADH2 inh: -6%; Caspase-7 inhib: -1%; Texas Red fluor: inactive; Caspase-1 inhib: 3%; FLuc inh: -1%; HEK293 cAMP ctrl: 8%; Rhodamine autofl: inactive

Results for CC(=O)N1C2(C=CC1(C)C(=O)NCCN1CCOCC1)CCCCC2 (configuration not stated) ?
Tau filament bind: 8%; ERK AVP inh: -10%; HADH2 inh: -3%; Caspase-7 inhib: -4%; Caspase-1 inhib: 1%; HEK293 cAMP ctrl: 4%

What do the screens show for `O=C(Nc1ccc2c(c1)OCO2)[C@@H]1[C@@H]2C(=O)N(C3CCCCC3)C(=O)[C@@H]2C2c3ccccc3C=CN21` (some centres not stated)?
Tau filament bind: inconclusive; ERK AVP inh: inconclusive; USP2a inh: 38%[activator]; Fluorescein fluor: inactive; HADH2 inh: -17%; Caspase-7 inhib: inconclusive; Texas Red fluor: inactive; Caspase-1 inhib: inconclusive; FLuc inh: 0%; HEK293 cAMP ctrl: -6%; Rhodamine autofl: inactive

How did O=C(CCn1c(=O)sc2ccccc21)NC1=NCCS1 do in these assays?
Tau filament bind: -1%; ERK AVP inh: 17%; USP2a inh: 7%; Fluorescein fluor: inactive; HADH2 inh: 2%; Caspase-7 inhib: 2%; Texas Red fluor: inactive; Caspase-1 inhib: 0%; FLuc inh: -6%; HEK293 cAMP ctrl: 6%; Rhodamine autofl: inactive

What do the screens show for `CC(C)COC(=O)N1CC(O)CC1C(=O)O` (configuration not stated)?
Tau filament bind: -8%; ERK AVP inh: -4%; USP2a inh: -7%; Fluorescein fluor: inactive; HADH2 inh: 10%; Caspase-7 inhib: 0%; Texas Red fluor: inactive; Caspase-1 inhib: 0%; FLuc inh: 1%; HEK293 cAMP ctrl: 22%; Rhodamine autofl: inactive
